rCAG binder = binds r(CAG) RNA repeats | 1.3% of 370,000 active | inhibition, % at 3 µM | r(CAG) RNA repeat, TO-PRO-1 dye displacement fluorescence | AID 651821;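 active = inhibition above the plate cutoff, the mean of all test compounds on that plate plus 3 SD, cut at about 35% in these data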;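 note: 0% = DMSO alone and 100% = 100 µM mitoxantrone as full dye displacement; higher means more dye released from RNA so lower well fluorescence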
HGIII-sPLA2 inh = Blocks human group III sPLA2 activity; inhibition, % at 12.2 µM; QFRET BODIPY PC-A2 liposome hydrolysis, fluorescence; 0.56% of 370,000 active; AID 743126;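 active = inhibition above mean plus 3 SD of compounds lying within the high and low control bounds, cut at about 19% in these data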;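 note: 0% = median of test compound wells and 100% = no enzyme DMSO wells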
Target sequence (Q9NZ20 whole entry, looked up): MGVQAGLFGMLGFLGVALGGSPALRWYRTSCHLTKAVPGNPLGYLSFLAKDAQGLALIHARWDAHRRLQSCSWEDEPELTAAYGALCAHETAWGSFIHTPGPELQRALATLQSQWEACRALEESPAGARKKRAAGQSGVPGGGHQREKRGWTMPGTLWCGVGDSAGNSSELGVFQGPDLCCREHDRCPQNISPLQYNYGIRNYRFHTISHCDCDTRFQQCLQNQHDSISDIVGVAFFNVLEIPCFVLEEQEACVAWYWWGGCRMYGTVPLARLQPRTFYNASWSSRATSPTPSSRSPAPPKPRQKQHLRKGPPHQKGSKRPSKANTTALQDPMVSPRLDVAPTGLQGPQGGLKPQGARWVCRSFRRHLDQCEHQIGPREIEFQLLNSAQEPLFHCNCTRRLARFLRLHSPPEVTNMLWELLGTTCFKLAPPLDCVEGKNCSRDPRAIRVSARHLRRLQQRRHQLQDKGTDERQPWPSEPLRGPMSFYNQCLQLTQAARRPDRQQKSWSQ
GC-B act = GC-B (human) receptor activation; HEK293-GC-B cells, CNP EC30, cGMP TR-FRET; 0% at EC30 CNP, 100% saturating CNP; AID 1920062; activation, % at 10 µM; P20594; 0.11% of 370,000 active;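 active = activation at 10 µM reaching about 35% in either raw or pattern-adjusted values, limit read from the data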
ASAP1 inh = ASAP1 ArfGAP inhibition; ASAP1-stimulated ARF1 GTP hydrolysis, GDP FP detection; Q9ULH1; 0.19% of 360,000 active; AID 624377; inhibition, % at 16.5 µM; in the data active = inhibition above about 25%;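 note: 0% = vehicle with enzyme and substrate and 100% = no enzyme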
proKLK7 act = activates the human kallikrein-7 zymogen. P49862. AID 652039. activation, % at 7 µM. 0.9% of 370,000 active. purified proKLK7, EDANS-DABCYL substrate fluorescence; 100% is mature enzyme control, 0% vehicle;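 active = activation above the mean of all tested compounds plus 3 SD, computed per campaign excluding outliers beyond control limits, cut at about 13% in these data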
Target sequence (P49862 whole entry, looked up): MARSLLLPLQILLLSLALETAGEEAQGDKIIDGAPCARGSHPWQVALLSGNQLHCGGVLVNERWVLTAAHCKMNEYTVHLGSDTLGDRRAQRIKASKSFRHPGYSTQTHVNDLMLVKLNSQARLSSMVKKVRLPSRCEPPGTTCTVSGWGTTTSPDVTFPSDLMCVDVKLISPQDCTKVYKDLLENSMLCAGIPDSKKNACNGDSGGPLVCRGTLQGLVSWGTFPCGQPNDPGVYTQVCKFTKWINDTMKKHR
GC-A act = GC-A (human) enzyme activation | HEK293 GC-A cells, cGMP TR-FRET, EC30 ANP; 0% at EC30 ANP, 100% saturating ANP | 0.14% of 370,000 active | activation, % at 10 µM | AID 1671463; in the data active = activation above about 40%
ARFGAP1 inh = inhibitors of rat ARFGAP1 | AID 651572 | inhibition, % at 16.5 µM | 0.26% of 360,000 active | Arfgap1-stimulated ARF1 GTP hydrolysis, GDP FP detection | Q62848;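 active = inhibition above a per-plate limit, mean inhibition of low control wells plus 3 SD, cut at about 25% in these data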;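 note: 0% = DMSO wells with enzyme and 100% = wells lacking Arfgap1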
Target sequence (Q62848 1-136 limits assumed): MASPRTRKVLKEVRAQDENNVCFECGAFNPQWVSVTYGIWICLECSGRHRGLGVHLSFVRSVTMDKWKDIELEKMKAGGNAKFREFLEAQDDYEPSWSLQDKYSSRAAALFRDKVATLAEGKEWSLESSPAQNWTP
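Material – truncated rat Arfgap1 GAP domain · Buffer or medium – HEPES-based buffer, pH 7.5 · Reagent – human ARF1(Δ1-17)-GTP substrate · Dosing – 16.5 µM single point, 1.26% DMSO · Schedule – GTP hydrolysis reaction 2 h at 25 °C · Technique – GDP detection by fluorescence polarization · Benchmarks – No-Arfgap1 wells (100%) versus DMSO full-reaction wells (0%) · Repeats – single replicate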
DDE Tn6 FP inh = disrupts Tn6 cyclic peptide binding to fibrin D-Dimer-E complex; 0.21% of 370,000 active; inhibition, % at 8.3 µM; Fibrin DD(E) TRITC-Tn6 fluorescence polarization displacement; P02675; AID 720509;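 active = inhibition above a per-campaign cutoff: mean of compounds within control limits plus 3 SD, cut at about 15% in these data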;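 note: 0% = median of all compound wells on the plate and 100% = blocking peptide control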
ADAM10 inh = inhibitors of human ADAM10; O14672; recombinant ADAM10, EDANS/DABCYL FRET peptide cleavage, 3 h; AID 720582; inhibition, % at 7 µM; 0.62% of 370,000 active;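 active = inhibition above a per-campaign cutoff equal to the mean of compounds falling between control-based bounds plus 3 SD, cut at about 20% in these data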;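 note: 0% = DMSO wells while the 100% control is not disclosed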
FXN GAA850 act = activators of GAA850 frataxin (FXN) promoter; 0.56% of 360,000 active; HEK293 lucGAA850 FXN promoter luciferase reporter, 24 h; percent of 10 µM SAHA response; activation, % at 6 µM;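 active = activation above the average of all compounds screened plus 3 SD, cutoff fixed separately per campaign, cut at about 7.5% in these data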;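 note: 0% = DMSO wells and 100% = 10 µM SAHA wells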
The depositor's hits bear a star.

Screening Cc1ccc(NC(=O)c2sc3ncn(CC(=O)N4CCN(c5ccccn5)CC4)c(=O)c3c2C)cc1 returned rCAG binder 5, HGIII-sPLA2 inh -16, GC-B act 3, ASAP1 inh -14, proKLK7 act 1.0, GC-A act 3, ARFGAP1 inh -1, DDE Tn6 FP inh -1, ADAM10 inh 4 and FXN GAA850 act 2.2.
CCOC(=O)C1CCN(C(=O)c2ccccc2Oc2ccccc2)CC1 was read as rCAG binder -7, HGIII-sPLA2 inh 4, GC-B act 3, ASAP1 inh 14, proKLK7 act 0.6, GC-A act -1, ARFGAP1 inh 15, DDE Tn6 FP inh -4, ADAM10 inh -2 and FXN GAA850 act 1.4.
COc1ccc(C(=O)N/C(=C\c2ccco2)C(=O)NCc2ccco2)cc1 was read as rCAG binder 7, HGIII-sPLA2 inh 1, GC-B act -5, ASAP1 inh -24, proKLK7 act 0.3, GC-A act 7, ARFGAP1 inh -5, DDE Tn6 FP inh 5, ADAM10 inh -3 and FXN GAA850 act 0.9.
Screening COc1ccc(-n2nc(C(=O)NCC(=O)N3CCN(c4ccccc4)CC3)c3ccccc3c2=O)cc1OC returned rCAG binder 1, HGIII-sPLA2 inh -4, GC-B act -4, ASAP1 inh -2, proKLK7 act 1.1, GC-A act -4, ARFGAP1 inh 4, DDE Tn6 FP inh -2, ADAM10 inh 9 and FXN GAA850 act 0.8.
N#C/C(=C\c1ccc[nH]1)Sc1nc2ccccc2s1 was read as rCAG binder 2, HGIII-sPLA2 inh -22, GC-B act 0, ASAP1 inh 7, proKLK7 act 0.0, GC-A act 5, ARFGAP1 inh -3, DDE Tn6 FP inh -2, ADAM10 inh 16 and FXN GAA850 act -0.4.
Screening Cc1ccc(NC(=O)CN(C)C(=O)Cc2c(Cl)cccc2Cl)cc1 returned rCAG binder 2, HGIII-sPLA2 inh -3, GC-B act 4, ASAP1 inh -4, proKLK7 act -0.6, GC-A act 4, ARFGAP1 inh -2, DDE Tn6 FP inh -1, ADAM10 inh -3 and FXN GAA850 act 1.5.
Screening COc1ccccc1NC(=O)CSCc1cc(=O)n2ccsc2n1 returned rCAG binder 1, HGIII-sPLA2 inh 1, GC-B act 2, ASAP1 inh -9, proKLK7 act 0.2, GC-A act 2, ARFGAP1 inh -14, DDE Tn6 FP inh -3, ADAM10 inh -5 and FXN GAA850 act -1.4.
For O=C(NCCc1ccccn1)c1ccc2c(c1)ncn2C1CCCCC1 the results were rCAG binder 3, HGIII-sPLA2 inh 0, GC-B act -4, proKLK7 act -0.1, GC-A act 3, DDE Tn6 FP inh -2 and ADAM10 inh -3.
For O=C(c1cccc(F)c1)N1CCN(C(=O)c2cc3ncc(Br)cn3n2)CC1 the results were rCAG binder -1, HGIII-sPLA2 inh 8, GC-B act -1, ASAP1 inh 10, proKLK7 act 0.5, GC-A act 0, ARFGAP1 inh 7, DDE Tn6 FP inh -5, ADAM10 inh -11 and FXN GAA850 act -1.2.
For CCOc1ccc(OCCC(=O)Nc2ccc(N3CCOCC3)cc2N2CCOCC2)cc1 the results were rCAG binder -1, HGIII-sPLA2 inh 5, GC-B act -4, ASAP1 inh -1, proKLK7 act 0.3, GC-A act 1, ARFGAP1 inh -2, DDE Tn6 FP inh 4, ADAM10 inh -8 and FXN GAA850 act 0.8.
For COCc1nnc(NC(=O)CC(C)c2ccccc2)s1 (stereo not given) the results were rCAG binder -2, HGIII-sPLA2 inh 5, GC-B act 5, ASAP1 inh 5, proKLK7 act 0.5, GC-A act 2, ARFGAP1 inh 7, DDE Tn6 FP inh -1, ADAM10 inh 5 and FXN GAA850 act 1.3.
`O=S(=O)(NCC(c1ccco1)N1CCOCC1)c1ccc(Cl)cc1` (stereo not given) gave rCAG binder -2, HGIII-sPLA2 inh -4, GC-B act -9, ASAP1 inh 10, proKLK7 act -0.5, GC-A act -10, ARFGAP1 inh -1, DDE Tn6 FP inh 1, ADAM10 inh 3 and FXN GAA850 act -1.2.
Screening CCOC(=O)CN(C(=O)Cn1nnc(-c2ccc(C)cc2)n1)C(CC)C(=O)NC1CCCC1 (stereo not given) returned rCAG binder 0, HGIII-sPLA2 inh -4, GC-B act 0, ASAP1 inh 1, proKLK7 act -0.7, GC-A act -3, ARFGAP1 inh 12, DDE Tn6 FP inh 1, ADAM10 inh 11 and FXN GAA850 act -2.1.
For O=C(O)c1ccccc1NC(=O)c1ccccc1-c1ccccc1C(=O)O the results were rCAG binder 1, HGIII-sPLA2 inh -4, GC-B act 0, ASAP1 inh -2, proKLK7 act 0.6, GC-A act 1, ARFGAP1 inh -6, DDE Tn6 FP inh 6, ADAM10 inh 1 and FXN GAA850 act -1.3.
`O=C(C1CC1)N1CCN(Cc2ccccc2)CC1` gave rCAG binder -4, HGIII-sPLA2 inh 0, GC-B act 8, ASAP1 inh -21, proKLK7 act 0.1, GC-A act 3, ARFGAP1 inh 1, DDE Tn6 FP inh 4, ADAM10 inh 1 and FXN GAA850 act 2.4.

3 entries out of the list, sorted by formula weight, highest first:
Screening COc1ccc(-n2nc(C(=O)NCC(=O)N3CCN(c4ccccc4)CC3)c3ccccc3c2=O)cc1OC returned rCAG binder 1, HGIII-sPLA2 inh -4, GC-B act -4, ASAP1 inh -2, proKLK7 act 1.1, GC-A act -4, ARFGAP1 inh 4, DDE Tn6 FP inh -2, ADAM10 inh 9 and FXN GAA850 act 0.8.
For O=C(c1cccc(F)c1)N1CCN(C(=O)c2cc3ncc(Br)cn3n2)CC1 the results were rCAG binder -1, HGIII-sPLA2 inh 8, GC-B act -1, ASAP1 inh 10, proKLK7 act 0.5, GC-A act 0, ARFGAP1 inh 7, DDE Tn6 FP inh -5, ADAM10 inh -11 and FXN GAA850 act -1.2.
`O=S(=O)(NCC(c1ccco1)N1CCOCC1)c1ccc(Cl)cc1` (stereo not given) gave rCAG binder -2, HGIII-sPLA2 inh -4, GC-B act -9, ASAP1 inh 10, proKLK7 act -0.5, GC-A act -10, ARFGAP1 inh -1, DDE Tn6 FP inh 1, ADAM10 inh 3 and FXN GAA850 act -1.2.

More entries:
`CC(Sc1n[nH]c(-c2cccs2)n1)C(=O)Nc1ccccc1F` (stereo not given) gave rCAG binder 2, HGIII-sPLA2 inh -15, GC-B act 1, ASAP1 inh 7, proKLK7 act -0.3, GC-A act -2, ARFGAP1 inh -3, DDE Tn6 FP inh 5, ADAM10 inh -2 and FXN GAA850 act -0.1.
Cc1c(C(=O)N2CCCCC2)nn(-c2ccc(Cl)cc2)c(=O)c1C#N was read as rCAG binder 3, HGIII-sPLA2 inh -19, GC-B act 4, ASAP1 inh -17, proKLK7 act 8.7, GC-A act -2, ARFGAP1 inh -2, DDE Tn6 FP inh 3, ADAM10 inh -35 and FXN GAA850 act -1.2.
For CCOC(=O)c1c(C)[nH]c(C)c1C(=O)COc1ncnc2ccccc12 the results were rCAG binder -3, HGIII-sPLA2 inh 0, GC-B act 1, ASAP1 inh -12, proKLK7 act -0.8, GC-A act 3, ARFGAP1 inh 14, DDE Tn6 FP inh 7, ADAM10 inh 5 and FXN GAA850 act 0.1.
`Cc1ccc(OCC(=O)O/N=C(\N)c2ccncc2)c(C)c1` gave rCAG binder -3, HGIII-sPLA2 inh 5, GC-B act -3, ASAP1 inh 2, proKLK7 act -0.2, GC-A act 3, ARFGAP1 inh 11, DDE Tn6 FP inh -3, ADAM10 inh -7 and FXN GAA850 act 3.3.
Screening COc1ccc(CN=CC2=C(O)CNC2=O)cc1 returned rCAG binder 3, HGIII-sPLA2 inh 6, GC-B act 2, ASAP1 inh -5, proKLK7 act 0.0, GC-A act -4, ARFGAP1 inh -12, DDE Tn6 FP inh 2, ADAM10 inh 1 and FXN GAA850 act -0.1.
`CC(NC(=O)CSc1ncnc2nc[nH]c12)c1ccccc1` (stereo not given) gave rCAG binder 1, HGIII-sPLA2 inh -2, GC-B act -1, ASAP1 inh -1, proKLK7 act -0.1, GC-A act 2, ARFGAP1 inh -1, DDE Tn6 FP inh 6, ADAM10 inh 0 and FXN GAA850 act 0.3.
CCOc1ccc(S(=O)(=O)NCc2ccncc2)cc1 was read as rCAG binder 0, HGIII-sPLA2 inh 2, GC-B act 4, ASAP1 inh -8, proKLK7 act 0.6, GC-A act 4, ARFGAP1 inh -4, DDE Tn6 FP inh 3, ADAM10 inh -5 and FXN GAA850 act -4.4.
For CCCCCCCCNS(=O)(=O)CCNCc1ccccc1 the results were rCAG binder -1, HGIII-sPLA2 inh 1, GC-B act 10, ASAP1 inh -8, proKLK7 act 0.2, GC-A act 1, ARFGAP1 inh 16, DDE Tn6 FP inh 6, ADAM10 inh -17 and FXN GAA850 act -0.4.
`O=C(CCn1c(=O)oc2ccccc21)NCCC1=CCCCC1` gave rCAG binder -4, HGIII-sPLA2 inh 2, GC-B act 6, ASAP1 inh -8, proKLK7 act 0.1, GC-A act 0, ARFGAP1 inh 3, DDE Tn6 FP inh 8, ADAM10 inh 8 and FXN GAA850 act 0.7.
CCOc1ccc(Oc2c(C)oc3cc(O)ccc3c2=O)cc1 was read as rCAG binder 0, HGIII-sPLA2 inh -18, GC-B act 4, ASAP1 inh -3, proKLK7 act -25, GC-A act -3, ARFGAP1 inh -4, DDE Tn6 FP inh 7, ADAM10 inh inactive and FXN GAA850 act 0.1.
For C=Cc1ccc(C(=O)NC2CCCN(Cc3ccccc3F)C2)cc1 (stereo not given) the results were rCAG binder 0, HGIII-sPLA2 inh 15, GC-B act 6, ASAP1 inh -7, proKLK7 act -0.5, GC-A act 1, ARFGAP1 inh -8, DDE Tn6 FP inh 2, ADAM10 inh -5 and FXN GAA850 act 1.1.
For CC1CC(OCC(O)CN2CCOCC2)CC(C)(C)C1 (stereo not given) the results were rCAG binder -9, HGIII-sPLA2 inh 6, GC-B act -1, ASAP1 inh -6, proKLK7 act -0.8, GC-A act 4, ARFGAP1 inh 0, DDE Tn6 FP inh 7, ADAM10 inh -6 and FXN GAA850 act -0.2.
Screening COCCOc1cc(N2C(=O)CSCC2=O)c(Cl)cc1Cl returned rCAG binder -1, HGIII-sPLA2 inh -51, GC-B act 6, ASAP1 inh 8, proKLK7 act 0.1, GC-A act -1, ARFGAP1 inh -4, DDE Tn6 FP inh 3, ADAM10 inh 8 and FXN GAA850 act 2.5.
COc1ccc(C2N(c3ccc4c(c3)OCCO4)C(=O)C2(F)F)cc1OC (stereo not given) was read as rCAG binder -7, HGIII-sPLA2 inh -1, GC-B act 2, ASAP1 inh 12, proKLK7 act -0.4, GC-A act 2, ARFGAP1 inh 0, DDE Tn6 FP inh -6, ADAM10 inh 0 and FXN GAA850 act 2.3.
Screening COCCCn1c(C(=O)N2CCOCC2)cc2c(=O)n3ccccc3nc21 returned rCAG binder -2, HGIII-sPLA2 inh -4, GC-B act -8, ASAP1 inh 3, proKLK7 act 47*, GC-A act 6, ARFGAP1 inh -7, DDE Tn6 FP inh -2, ADAM10 inh inactive and FXN GAA850 act 2.7.
COc1ccc(S(=O)(=O)N(CC(=O)N2CCN(C)CC2)c2ccc(C)cc2)cc1Br was read as rCAG binder -9, HGIII-sPLA2 inh -5, GC-B act -8, ASAP1 inh -11, proKLK7 act 0.4, GC-A act -1, ARFGAP1 inh 12, DDE Tn6 FP inh -3, ADAM10 inh 7 and FXN GAA850 act -1.0.

Screening results as filed in PubChem BioAssay.
